From PubChem BioAssay
Mac1 fbg inh – inhibitors of CD11b/CD18 adhesion to fibrinogen, primary screen, K562 cells, luminescence. Integrin beta-2 (Homo sapiens) + Integrin alpha-M (Homo sapiens), P05107+P11215. ATPlite luminescence; Mn2+ added to activate the integrin. inhibition, % at 10 µM. 0.54% of 93,000 active. AID 1497, 2009;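 active means primary inhibition of 50% or more at 10 µM, then 40% or more on retest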; further: some results filed as inactive read as strong as hits
CD11b adhes enh – enhancers of CD11b/CD18 adhesion to fibrinogen, primary screen, K562 cells, luminescence | Integrin beta-2 (Homo sapiens) + Integrin alpha-M (Homo sapiens), P05107+P11215 | ATPlite luminescence | activation, % at 10 µM | 0.07% of 93,000 active | AID 1499, 2009;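 active means 10 µM primary screen giving 50% or more activity, confirmed by 40% or more on retest at that dose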; further: strong numbers were not always called active; reference of the scale not given here
sEH inhibitor – soluble epoxide hydrolase inhibitors, primary screen, biochemical, human sEH; inhibition, % at 2 µM; AID 707, 2007; 0.34% of 91,000 active; recombinant human sEH enzymatic activity assay; in the data active means inhibition above about 80%; further: values of inactives mirror those of a sister screen read the other way; many of its hits are not listed in these tables
sEH activator – soluble epoxide hydrolase activators, primary screen, biochemical, human sEH | purified human sEH enzymatic activity, activator screen | 0.04% of 91,000 active | activation, % at 2 µM; in the data active means activation above about 37%; further: values of inactives mirror those of a sister screen read the other way
ERa SRC1 pot – enhancers of ERα–SRC-1 coactivator binding, primary screen, biochemical, TR-FRET, ERα LBD, low estradiol. coactivator binding (% of control), % at 25.6 µM. AID 639, 2007. 1.3% of 86,000 active. TR-FRET ERalpha-LBD/SRC-Cy5 coactivator binding, 2 h; 100 = basal binding, no effect. Estrogen receptor (Homo sapiens), P03372; in the data active means activity above about 200%;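 further: binding measured in presence of low estradiol as agonist stimulus; 0% = peptide alone without receptor and 100% = receptor with peptide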
Smad3 inh – Smad3/FoxH1 peptide binding inhibitors, primary screen, biochemical, TR-FRET; inhibition, % at 25 µM; 0.29% of 88,000 active; TR-FRET Smad3/Dy647-FoxH1 peptide binding, europium anti-His; AID 630, 2007;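 active means compounds that reduce the energy-transfer binding signal between the protein and its labelled peptide by more than half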;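 further: 0% = Smad3 plus labelled peptide maximal FRET and 100% = peptide-only background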
Target sequence (P84022 whole entry, looked up): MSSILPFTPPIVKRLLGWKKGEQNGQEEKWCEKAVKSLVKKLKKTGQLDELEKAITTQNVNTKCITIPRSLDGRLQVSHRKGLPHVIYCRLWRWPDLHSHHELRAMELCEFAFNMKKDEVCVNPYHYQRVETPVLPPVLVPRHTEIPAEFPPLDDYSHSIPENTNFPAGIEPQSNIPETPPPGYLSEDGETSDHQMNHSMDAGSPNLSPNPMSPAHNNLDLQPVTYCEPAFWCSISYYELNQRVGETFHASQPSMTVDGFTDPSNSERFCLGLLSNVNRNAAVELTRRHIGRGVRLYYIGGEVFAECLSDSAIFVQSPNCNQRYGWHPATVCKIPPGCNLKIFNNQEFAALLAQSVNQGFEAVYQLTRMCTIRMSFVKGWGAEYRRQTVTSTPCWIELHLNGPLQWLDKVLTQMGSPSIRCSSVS
MT1-MMP txn act – MT1-MMP promoter reporter activation – cell-based, luciferase luminescence, primary screen. activation factor at 10 µM. HT1080 MT1-MMP promoter luciferase reporter, overnight; active compounds read high. AID 750, 2007. 0.16% of 86,000 active;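 active means activation factor of at least 2 for MT1-MMP transcription at 10 µM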
Calb biofilm kill – clotrimazole potentiators killing Candida biofilms, primary screen, with clotrimazole, Alamar Blue; C. albicans biofilm + clotrimazole; 0.14% of 85,000 active; inhibition, % at 6 µM;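 active means inhibition above 20%; inactive means inhibition below 20%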;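 further: preformed 24 hr biofilms exposed to compound for 48 hr; 0% = biofilm without compound and 100% = blank killed by clotrimazole plus chlorhexidine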
ERb SRC1 inh – inhibitors of ERβ-SRC1 coactivator interaction, primary screen, biochemical, TR-FRET, ERβ LBD, SRC-1 peptide; Estrogen receptor beta (Homo sapiens), Q92731; inhibition, % at 25.6 µM; TR-FRET ER-beta LBD / SRC1-Cy5 peptide binding; receptor agonist-loaded with 1 µM estradiol; 1.3% of 86,000 active; AID 633, 2007;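 active means compounds whose percent inhibition of the receptor-coactivator binding signal exceeds about 50% in the single-dose screen, limit read from the data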;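 further: 0% = receptor plus peptide wells without compound and 100% = peptide-only wells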
Target sequence (Q92731 whole entry, looked up, the tested form may be a part): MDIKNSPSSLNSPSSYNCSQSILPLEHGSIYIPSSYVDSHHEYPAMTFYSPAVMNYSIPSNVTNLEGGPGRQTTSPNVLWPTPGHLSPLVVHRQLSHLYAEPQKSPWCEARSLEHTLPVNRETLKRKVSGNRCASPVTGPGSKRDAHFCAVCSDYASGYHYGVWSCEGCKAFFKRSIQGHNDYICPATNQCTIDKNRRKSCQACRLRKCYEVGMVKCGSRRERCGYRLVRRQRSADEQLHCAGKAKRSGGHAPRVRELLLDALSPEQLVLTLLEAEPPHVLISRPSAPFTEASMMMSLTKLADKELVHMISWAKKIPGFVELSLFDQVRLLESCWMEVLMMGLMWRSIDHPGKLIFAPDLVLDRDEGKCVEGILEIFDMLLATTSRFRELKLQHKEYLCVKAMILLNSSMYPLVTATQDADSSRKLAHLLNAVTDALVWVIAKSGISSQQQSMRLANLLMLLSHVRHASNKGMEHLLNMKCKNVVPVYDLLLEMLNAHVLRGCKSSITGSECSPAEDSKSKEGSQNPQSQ
* = called active by the depositor; . = no result given; [ ] = another dose, or the depositor's remark. This is a subset, so the mix of outcomes need not match the whole.

SMILES	Mac1 fbg inh	CD11b adhes enh	sEH inhibitor	sEH activator	ERa SRC1 pot	Smad3 inh	MT1-MMP txn act	Calb biofilm kill	ERb SRC1 inh
COC(=O)c1cc(Br)c(=O)n(-c2ccccn2)c1	-7	0	10	-10	111	8	1	1	12[fluorescence artefact?]
Cc1nc(SCC(O)CCl)c([N+](=O)[O-])[nH]1 (stereo unspecified)	.	.	8	-6	93	3	1.2	7	-11
Cc1ccc2c(=O)c(C(=O)NCc3cccs3)c[nH]c2c1	.	.	10	-6	109	-9	1.4	-1	-19
CCS(=O)(=O)c1ccc(C(=O)Nc2cccc(Cl)c2)c(Cl)c1Cl	20	-2	-19	16	.	.	.	.	.
CCOC(=O)c1sc(NC(C)=O)cc1C	-6	-1	.	.	77	-9	1.1	10	18
CCN(CC)CCCNC(=O)CCc1ccccc1	-3	-5	8	-8	96	10	1.2	5	-3
CN(C)c1ccc(CNC23CN4CN(CN(C4)C2)C3)cc1	-11	-2	14	-13	109	2	1.1	6	-3
Cc1ccc(C)n1-c1ccc(C(=O)N2CCOCC2)cc1	-49	1	-16	22	91	-11	0.9	-3	7[fluorescence artefact?]
c1ccc2c(c1)nc(Nc1ccc3c(c1)OCO3)c1nnnn12	-14	2	.	.	98[fluorescence artefact?]	8	1.4	5	23[fluorescence artefact?]
O=C(c1cncc(Br)c1)N1CCc2ccccc2C1	-34	-4	-11	9	97	1	1	-1	-1
COc1ccc(C(=O)NCc2nnc(SCC(=O)N3CCCCC3)o2)cc1OC	-26	0	-9	10	100	-1	.	12	2[fluorescence artefact?]
CCN(CC)c1ccc(CN(C(=O)c2cc(OC)c(OC)c(OC)c2)C2CCS(=O)(=O)C2)cc1 (stereo unspecified)	-1	0	15	-12	108[fluorescence artefact?]	12[fluorescence artefact?]	1.1	5	-8
CCOC(=O)c1c(C)[nH]c(C(=O)C(C)OC(=O)c2cccc(OCc3c(C)noc3C)c2)c1C (stereo unspecified)	.	.	.	.	103	26[fluorescence artefact?]	1.1	4	19
CCOC(=O)C1=C(NC(=S)NC(=O)c2ccccc2)c2ccccc2CC1C(C)C (stereo unspecified)	-25	1	-3	5	.	.	.	.	.
O=C(O)CCN1C(=O)c2ccc(NC(=O)c3cccs3)cc2C1=O	7	-3	4	-1	103	0	1.2	3	-2
c1ccc(-n2nnc3ccccc32)nc1	-4	1	-1	1	129	-9	1.2	7	-5
COc1cc(OC)c(C#N)c(S(=O)Cc2ccccc2)c1 (stereo unspecified)	1	1	-3	2	120[fluorescence artefact?]	9	.	4	-15
Nc1nnnn1/N=C/c1ccccn1	9	2	1	1	97	2	1	5	1
Cc1nc2cc(-c3cccc(F)c3)nn2c(C)c1CCC(=O)N1CCN(c2ccccn2)CC1	.	.	.	.	102[fluorescence artefact?]	-13	0.9	8	11
O=C(Nc1ccc2c(c1)OCO2)C1COc2ccccc2O1 (stereo unspecified)	-4	-2	-4	3	118[fluorescence artefact?]	2	1.3	-3	6[fluorescence artefact?]
CSc1nc2c(c(=O)[nH]1)C(c1cccs1)C1=C(CCCC1=O)N2 (stereo unspecified)	.	.	.	.	74[fluorescence artefact?]	0	1.2	2	56*
Cc1csc(NC(=O)c2cnc3ccccn3c2=O)n1	.	.	.	.	79	-2	1.3	-3	-4
COc1ccccc1-n1cnc2cc(C(=O)NCC3CCCO3)ccc21 (stereo unspecified)	8	0	-6	7	116	-2	.	7	2
CC1CCN(C(=O)CNC(=O)c2ccc(Cl)cc2Cl)CC1	-2	-1	2	-1	.	.	.	.	.
Cc1ccc(C)c(NC(=O)c2ccc(OC(=O)c3ccco3)cc2)c1	-6	-1	-1	1	110	12	1.2	-3	-17
CCN1CCCC1Cn1cnc2c([nH]c3cccc(Cl)c32)c1=O (stereo unspecified)	-7	-1	4	-6	94	-3	1	3	-18
Cc1cc(C)cc(C(=O)N2CCCCCC2)c1	-23	2	6	-3	92	5	1.1	4	4[fluorescence artefact?]
COc1ccc(-c2nnn(CC(=O)N3CCN(c4ccccc4OC)CC3)n2)cc1	.	.	0	5	118	9	1.2	8	-20
NS(=O)(=O)c1cccc2cccnc12	-1	-5	2	-4	128	-8	1.2	-1	29
Cc1cc(C)n2nc(SCC(=O)c3ccc[nH]3)nc2n1	-18	3	4	-4	72	4	1	6	15[fluorescence artefact?]
N#Cc1ccc(Cl)cc1NC(=O)COC(=O)c1ccc(S(=O)(=O)N2CCCC2)cc1	-5	-2	14	-12	.	.	.	.	.
O=C(c1ccccc1)c1c[nH]c(C(=O)NCCCn2ccnc2)c1	-4	0	-3	5	.	.	.	.	.
CCCc1[nH][nH]c(=O)c1C(c1cccc(Cl)c1)C(C#N)C#N (stereo unspecified)	5	-2	16	-16	70	-2	0.9	3	0
Cc1cc(C(F)F)n2nc(C(=O)Nc3ccccc3F)nc2n1	-25	0	-5	4	.	.	1.2	.	.
CCOC(=O)Cn1nnc2c(sc3nc4c(c(-c5ccccc5)c32)CCC4)c1=O	2	-5	-13	12	.	.	.	.	.
CN(c1cccc(NC(=O)c2ccccc2N(C)S(C)(=O)=O)c1)S(C)(=O)=O	3	4	-3	2	129	-21	1	-5	16
COCc1cc(Sc2ccc(Br)cc2)nc(-c2ccccc2)n1	1	-7	16	-16	.	.	.	.	.
COc1ccc(/C=N/OCc2nc3c4c(ncn3n2)Oc2ccc3ccccc3c2C4c2ccccc2)cc1 (stereo unspecified)	13	7	7	-8	.	.	.	.	.
C/C(=C\c1ccco1)C1C(C#N)=C(N)Oc2n[nH]c(-c3ccc(C)cc3)c21 (stereo unspecified)	0	-2	22	-19	.	.	.	.	.
O=c1[nH]c2sc3c(c2c(=O)n1Cc1ccccc1)CCC3	-2	-2	-9	9	81	-5	1.2	-2	22

The last 2 entries of the section before are carried over, then new ones follow.
SMILES	Mac1 fbg inh	CD11b adhes enh	sEH inhibitor	sEH activator	ERa SRC1 pot	Smad3 inh	MT1-MMP txn act	Calb biofilm kill	ERb SRC1 inh
C/C(=C\c1ccco1)C1C(C#N)=C(N)Oc2n[nH]c(-c3ccc(C)cc3)c21 (stereo unspecified)	0	-2	22	-19	.	.	.	.	.
O=c1[nH]c2sc3c(c2c(=O)n1Cc1ccccc1)CCC3	-2	-2	-9	9	81	-5	1.2	-2	22
C=CCOC(=O)C1CC=CCC1C(=O)Oc1ccc(F)cc1F (stereo unspecified)	6	-1	18	-20	131	2	1.3	3	-12
CC1=C(C(=O)Nc2ccccc2)C2(CCCCC2)C(C#N)=C(SCC(N)=O)N1	-10	-3	-10	8	81	5	1	4	1
c1ccc(-n2nnnc2-c2cnc(-c3cccnc3)nc2-c2cccs2)cc1	.	.	19	-15	84	17[fluorescence artefact?]	1	-3	5[fluorescence artefact?]
Cc1nnc(-c2cccc(Br)c2)c2cn(-c3ccc(Br)cc3)nc12	0	-2	-8	8	.	.	.	.	.
Cc1nn(C(C)C(=O)O)c2ccccc12 (stereo unspecified)	-26	-2	8	-7	88	-1	1.1	4	0[fluorescence artefact?]
CC1(C)NC(=O)N(CCOc2cccc(Oc3ccccc3)c2)C1=O	11	-2	.	.	100	2	1.2	9	12[fluorescence artefact?]
Cc1ccc(C)c(NC(=O)C2CC(=O)N(C(C)C)C2)c1 (stereo unspecified)	0	-5	4	-4	164	6	1.1	5	2[fluorescence artefact?]
COc1ccc(C2c3c(oc4ccccc4c3=O)C(=O)N2Cc2ccncc2)cc1OC (stereo unspecified)	.	.	-17	15	95[fluorescence artefact?]	-8	1	8	26
O=c1oc(-c2cccs2)nc2ccccc12	5	-7	5	-7	81[fluorescence artefact?]	6	1.1	3	-3
CCn1c(CCNC(=O)c2cccs2)nnc1SCC(=O)Nc1cccc(Cl)c1	.	.	-9	10	116	1	1.1	10	0
CCN1c2ccccc2-c2nc3ccccc3n2C1c1ccncc1 (stereo unspecified)	3	-4	-20	18	112	13	1.1	-4	0[fluorescence artefact?]
Cn1c(CSCc2ccc(F)cc2)nnc1SCC(=O)N1CCN(c2ccccc2)CC1	1	1	-1	3	.	.	.	.	.
Cc1ccccc1C(=O)NNC(=O)Cc1ccccc1	7	-3	-12	10	122	12[fluorescence artefact?]	1	1	21
CCNC(=O)Nn1c(-c2ccccc2)nc2ccccc2c1=O	16	-6	7	-4	.	.	.	.	.
COc1ccc(C(C)=O)cc1COC(=O)c1cnc(C)cn1	9	-3	8	-6	80	15	1	5	12
Cc1cccc(N(CC(=O)NC2CCCC2)C(=O)CCCC(=O)Nc2ccccn2)c1	-1	-5	-8	10	102	2	.	2	1
CCOC(=O)C1=C(C)Nc2nnnn2C1c1ccccc1Cl (stereo unspecified)	.	.	0	4	92	1	1.2	4	-21
CCc1ccc(-n2nc3ccc(NC(=O)c4ccc5c(c4)OCO5)cc3n2)cc1	-7	1	7	-6	362*[fluorescence artefact?]	4	.	3	14
Cc1c(Cl)cccc1NC(=O)CN1CCN(CCO)CC1	.	.	-6	4	103	4	1.1	0	0
CCN(CC)S(=O)(=O)c1ccc(C(=O)OCn2nnc3ccccc3c2=O)cc1	-17	3	1	-3	109	9	1.1	3	-3
Nc1nc(COc2ccccc2)cs1	3	-5	-6	6	84	-13	1.2	8	-10

Filtered by structure, those above with an aryl methoxy group (eight)
SMILES	Mac1 fbg inh	CD11b adhes enh	sEH inhibitor	sEH activator	ERa SRC1 pot	Smad3 inh	MT1-MMP txn act	Calb biofilm kill	ERb SRC1 inh
COc1ccc(C(=O)NCc2nnc(SCC(=O)N3CCCCC3)o2)cc1OC	-26	0	-9	10	100	-1	.	12	2[fluorescence artefact?]
CCN(CC)c1ccc(CN(C(=O)c2cc(OC)c(OC)c(OC)c2)C2CCS(=O)(=O)C2)cc1 (stereo unspecified)	-1	0	15	-12	108[fluorescence artefact?]	12[fluorescence artefact?]	1.1	5	-8
COc1cc(OC)c(C#N)c(S(=O)Cc2ccccc2)c1 (stereo unspecified)	1	1	-3	2	120[fluorescence artefact?]	9	.	4	-15
COc1ccccc1-n1cnc2cc(C(=O)NCC3CCCO3)ccc21 (stereo unspecified)	8	0	-6	7	116	-2	.	7	2
COc1ccc(-c2nnn(CC(=O)N3CCN(c4ccccc4OC)CC3)n2)cc1	.	.	0	5	118	9	1.2	8	-20
COc1ccc(/C=N/OCc2nc3c4c(ncn3n2)Oc2ccc3ccccc3c2C4c2ccccc2)cc1 (stereo unspecified)	13	7	7	-8	.	.	.	.	.
COc1ccc(C2c3c(oc4ccccc4c3=O)C(=O)N2Cc2ccncc2)cc1OC (stereo unspecified)	.	.	-17	15	95[fluorescence artefact?]	-8	1	8	26
COc1ccc(C(C)=O)cc1COC(=O)c1cnc(C)cn1	9	-3	8	-6	80	15	1	5	12
